High-throughput results as filed in PubChem.
Mcl1-Bid inh: Mcl-1/Bid binding inhibitors, primary screen, biochemical, TR-FRET, 1536-well. TR-FRET Mcl-1/Bid-Dy647 peptide binding. inhibition, % at 21.7 µM. actives 0.97% (n = 220,000). AID 1021, 2008;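 active means compounds that cut the binding signal by more than half at the single screening dose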;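 further: His-tagged Mcl-1 with europium anti-His antibody binding Bid BH3 peptide; 0% = Mcl-1 plus peptide wells and 100% = peptide-only wells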
Target sequence (Q07820 whole entry, looked up): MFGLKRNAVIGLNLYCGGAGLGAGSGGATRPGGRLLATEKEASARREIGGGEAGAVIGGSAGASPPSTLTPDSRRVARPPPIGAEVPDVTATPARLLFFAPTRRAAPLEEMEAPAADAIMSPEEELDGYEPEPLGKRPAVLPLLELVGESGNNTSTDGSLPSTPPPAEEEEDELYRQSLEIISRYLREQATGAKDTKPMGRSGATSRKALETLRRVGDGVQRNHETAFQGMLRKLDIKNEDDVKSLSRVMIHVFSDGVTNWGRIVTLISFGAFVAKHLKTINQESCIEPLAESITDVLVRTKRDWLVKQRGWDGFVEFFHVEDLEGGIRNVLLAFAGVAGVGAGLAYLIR
Bim-Bcl-W: inhibitors of Bim binding to Bcl-W, primary screen, biochemical, multiplexed, bead-based flow cytometry; Bcl-2-like protein 2 (Homo sapiens), Q92843; Bim peptide-Bcl-W binding; inhibition, % at 10 µM; actives 0.02% (n = 190,000);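 further: 0% = bound tracer without compound and 100% = peptide blocker; higher means less fluorescent Bim peptide bound to Bcl-W beads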
Bim-Bfl-1: inhibitors of Bim binding to Bfl-1, primary screen, biochemical, multiplexed, bead-based flow cytometry. actives 0.12% (n = 190,000). Bim-Bfl-1 binding inhibition. inhibition, % at 10 µM. Bcl-2-related protein A1 (Homo sapiens), Q16548;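 further: 0% = wells without compound plus tracer and 100% = blocker peptide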
Mcl-1 Bim block: inhibitors of Bim peptide binding to Mcl-1, primary screen, biochemical, bead-based flow cytometry, multiplex; Induced myeloid leukemia cell differentiation protein Mcl-1 (Homo sapiens), Q07820; Bim peptide-Mcl-1 binding; inhibition, % at 10 µM; actives 0.1% (n = 190,000); AID 1009, 2008;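 further: 0% = no compound tracer wells and 100% = peptide blocker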
RGS7-Gao: RGS7-Galphao binding modulators, primary screen, biochemical, multiplexed bead flow cytometry; Guanine nucleotide-binding protein G(o) subunit alpha (Homo sapiens), P09471; actives lie on both sides; binding response (% of control), % at 10 µM; actives 0.35% (n = 220,000); in the data active means binding response below about 49% or above about 150%; inconclusive means no clear call, values can overlap the other calls; inactive means in between;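 further: fluorescent Galphao held in activated GDP-AlF4 state binding bead-coupled RGS7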
Target sequence (P09471 whole entry, looked up): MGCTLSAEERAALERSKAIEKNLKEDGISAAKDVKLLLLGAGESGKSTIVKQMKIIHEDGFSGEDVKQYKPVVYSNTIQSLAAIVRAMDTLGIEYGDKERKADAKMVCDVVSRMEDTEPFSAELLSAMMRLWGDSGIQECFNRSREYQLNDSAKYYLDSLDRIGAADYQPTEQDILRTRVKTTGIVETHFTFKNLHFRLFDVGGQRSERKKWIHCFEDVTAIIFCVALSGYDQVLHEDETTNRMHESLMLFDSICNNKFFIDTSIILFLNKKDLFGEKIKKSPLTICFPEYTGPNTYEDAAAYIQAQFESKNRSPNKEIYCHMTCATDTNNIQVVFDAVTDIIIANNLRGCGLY
RGS8-Gao: RGS8-Galphao binding modulators, primary screen, biochemical, multiplexed bead flow cytometry; Guanine nucleotide-binding protein G(o) subunit alpha (Homo sapiens), P09471; actives lie on both sides; response (percent of control binding), % at 10 µM; actives 0.34% (n = 220,000); AID 1423, 2008; in the data active means response below about 60% or above about 140%; inactive means in between;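 further: Galphao activated as the GDP aluminium fluoride complex binding bead-coupled RGS8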
Bim-Bcl-2: inhibitors of Bim-Bcl-2 binding, primary screen, biochemical, multiplexed, human Bcl-2 family. Apoptosis regulator Bcl-2 (Homo sapiens), P10415. Bead-based flow cytometry, Bim peptide-Bcl-2 binding. inhibition, % at 10 µM. actives 0.06% (n = 190,000); in the data active means inhibition above about 40%; inconclusive means no clear call, values can overlap the other calls;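 further: 0% = no compound wells with probe peptide and 100% = reference peptide inhibitor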
Target sequence (P10415 whole entry, looked up): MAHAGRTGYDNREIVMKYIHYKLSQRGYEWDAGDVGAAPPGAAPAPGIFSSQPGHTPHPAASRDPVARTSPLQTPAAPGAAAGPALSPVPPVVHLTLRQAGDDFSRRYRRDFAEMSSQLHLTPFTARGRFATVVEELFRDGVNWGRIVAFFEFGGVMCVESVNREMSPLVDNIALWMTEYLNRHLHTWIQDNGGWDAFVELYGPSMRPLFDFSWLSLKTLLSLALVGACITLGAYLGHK
Bcl-B Bim block: inhibitors of Bim-Bcl-B binding, primary screen, biochemical, multiplexed, human Bcl-2 family; actives 0.073% (n = 190,000); bead-based flow cytometry, Bim peptide-Bcl-B binding; Bcl-2-like protein 10 (Homo sapiens), Q9HD36; inhibition, % at 10 µM;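 further: 0% = tracer peptide without compound and 100% = reference inhibitor peptide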
RGS4-Gao reg: modulators of RGS4 binding to Galphao, primary screen, biochemical, multiplexed bead flow cytometry | Guanine nucleotide-binding protein G(o) subunit alpha (Homo sapiens), P09471 | actives lie on both sides | binding response (% of control), % at 10 µM | actives 0.33% (n = 220,000); in the data active means binding response below about 49% or above about 150%; inactive means in between;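 further: fluorescent Galphao activated with aluminum fluoride binding bead-coupled RGS4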
Bim-Bcl-XL: inhibitors of Bim-Bcl-XL binding, primary screen, biochemical, multiplexed, bead flow cytometry, human Bcl-XL; Bim peptide-Bcl-XL binding, fluorescence; AID 1007, 2008; inhibition, % at 10 µM; actives 0.04% (n = 190,000); Bcl-2-like protein 1 (Homo sapiens), Q07817
Mcl1 Noxa PPI: Mcl-1/Noxa binding inhibitors, primary screen, biochemical, TR-FRET, 1536-well. Induced myeloid leukemia cell differentiation protein Mcl-1 (Homo sapiens), Q07820. TR-FRET Mcl-1/Noxa peptide binding, 2 h. inhibition, % at 21.7 µM. actives 1.5% (n = 220,000). AID 1022, 2008;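 active means compounds that cut the protein-peptide binding signal by more than 50% relative to plate controls in a single-dose test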;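 further: His-tagged Mcl-1 with rhodamine Noxa BH3 peptide and terbium anti-His antibody; 0% = Mcl-1 plus Noxa peptide wells and 100% = peptide-only wells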
The depositor's hits bear a star; ? = inconclusive; · = not tested or not shown. Unless noted, no stated cut-off is given here; in the data, active means inhibition above about 40%.

SMILES	Mcl1-Bid inh	Bim-Bcl-W	Bim-Bfl-1	Mcl-1 Bim block	RGS7-Gao	RGS8-Gao	Bim-Bcl-2	Bcl-B Bim block	RGS4-Gao reg	Bim-Bcl-XL	Mcl1 Noxa PPI
Cc1ccc(S(=O)(=O)N2CCC(=O)N(CCOCc3cccc(C(F)(F)F)c3)CC2)cc1	1.8	0.0	0.0	-1.0	96.2	79.4	0.0	-4.0	90.2	-2.0	8.8
CC(C)(C)Cc1nc(-c2ccc(Cl)cc2)no1	-16.5	1.0	-10.0	0.0	97.9	101.7	-9.0	-7.0	100.7	6.0	8.8
Clc1ccc(CSC2=NCCCN2)cc1Cl	-11.0	4.0	-6.0	3.0	98.9	104.0	2.0	-1.0	102.6	4.0	-13.6
N#C/C(=C\c1c[nH]c2ccccc12)c1nnc2n1CCCCC2	-60.0	-3.0	-2.0	-2.0	102.7	101.4	-7.0	-5.0	100.2	-6.0	-6.8
CCNc1nc(SC(C)C(=O)OC)nc(N(C)C)n1 (centres undefined)	-14.1	1.0	-1.0	1.0	101.5	98.7	0.0	0.0	98.8	0.0	19.6
O=C(N/N=C/c1ccco1)c1ccc(C(=O)N/N=C/c2ccco2)o1	-22.6	16.0	6.0	10.0	95.4	97.4	6.0	14.0	98.0	13.0	35.1
Cc1ccccc1C(=O)NC(NCc1ccco1)C(Cl)(Cl)Cl (centres undefined)	-28.6	0.0	0.0	0.0	99.2	98.7	0.0	0.0	100.3	3.0	-5.3
O=C(NCCN1C(=O)CCC1=O)c1ccncc1	-6.2	-1.0	-1.0	-2.0	99.9	101.6	-3.0	0.0	100.2	-1.0	-21.5
CC(=O)OCCn1c2nc(=O)[nH]c(=O)c-2nc2cc(C)c(C)cc21	96.4*	·	·	·	?	96.9	·	·	97.8	·	14.3
N#Cc1cc2c(N)c(C(=O)Nc3ccccc3)sc2nc1N	-20.6	0.0	-11.0	-3.0	103.8	110.1	-12.0	-12.0	101.2	9.0	19.7
O=C(CCCC(=O)N1CCCc2ccccc21)N1CCCc2ccccc21	-19.1	-1.0	-11.0	3.0	97.2	98.5	0.0	-4.0	96.1	-4.0	-8.9
CCC(N=c1cc(-c2ccc(OC)c(OC)c2)oc2ccc(C)cc12)C(=O)O (centres undefined)	-19.1	-1.0	-1.0	1.0	94.4	99.5	-4.0	0.0	94.9	1.0	13.7
C=C(C)Cn1c(SCC(=O)O)nnc1-c1ccc(OC)cc1	-4.2	3.0	-10.0	-2.0	101.1	101.3	-5.0	-6.0	100.9	4.0	-2.2
CCn1c(SCC(=O)Nc2nccc(C)n2)nc2ccccc21	-35.1	·	·	·	?	102.7	·	·	101.2	·	9.0
COC(=O)/C=c1\sc2n(c1=O)C(C)=CC(C)(C)N=2	4.5	-5.0	-7.0	-2.0	97.0	115.2	-9.0	-8.0	102.8	-7.0	-0.1
C/C(=C/C(=O)Nc1cccc(F)c1)N1CCCC1	-15.3	-1.0	-3.0	-2.0	92.4	94.5	0.0	-2.0	96.0	0.0	0.4
O=C(NC1CCCCC1)C(c1ccc2ncccc2c1)N(Cc1cccs1)C(=O)c1cccs1 (centres undefined)	-0.3	-5.0	0.0	-2.0	100.0	93.5	-5.0	-2.0	97.7	-5.0	2.0
CS(=O)(=O)N(CC(=O)Nc1cccc(Cl)c1)c1ccccc1Cl	2.0	-1.0	-3.0	0.0	104.2	102.8	-3.0	0.0	104.6	-3.0	-2.0
COc1ccnc(N2CCN(c3ccccc3)CC2)c1C#N	-29.2	-2.0	-1.0	1.0	94.8	102.9	-1.0	-2.0	98.7	-3.0	5.5
O=C(N/N=C/c1ccncc1)c1ccccc1	-18.0	4.0	-8.0	-1.0	103.0	102.4	-7.0	-6.0	100.8	-1.0	-8.3
COc1ccnc(Oc2ccccc2)c1C(=O)N/C=N/OCc1ccccc1F	-18.2	-8.0	-4.0	0.0	94.1	96.8	-4.0	-5.0	90.9	-3.0	10.6
O=C1C2C3C=CC(C2C(=O)N1c1ccc(O)cc1)C1C2C(=O)N(c4ccc(O)cc4)C(=O)C2C31 (centres undefined)	-80.2	·	·	·	?	88.5	·	·	83.5	·	6.7
N#CC1=C(N)Oc2n[nH]c(-c3ccc(F)cc3)c2C1c1cccnc1 (centres undefined)	2.9	1.0	-10.0	-1.0	104.2	100.4	-4.0	-3.0	102.9	-11.0	-1.4
NS(=O)(=O)c1cccc(NC(=O)Nc2ccccc2)c1	-9.2	·	·	·	?	111.6	·	·	115.7	·	8.7
COc1ccc(Cc2n[nH]c(=S)o2)cc1	-27.3	-5.0	-1.0	-2.0	96.2	100.5	-4.0	-10.0	100.3	-4.0	2.9
CCCOc1ccc(CCC(=O)N/N=C/c2ccc([N+](=O)[O-])o2)cc1	-13.8	·	·	·	?	98.1	·	·	93.2	·	-1.4
CCOC(=O)Cc1nnc(NC(=O)C2CCCCC2)s1	-20.3	0.0	-5.0	1.0	95.3	103.1	-2.0	-3.0	100.0	-4.0	-6.6
NC(=O)c1ccsc1NC(=O)COC(=O)Cc1cccc2ccccc12	-31.0	4.0	-13.0	-2.0	101.5	99.9	-8.0	-9.0	104.9	-7.0	8.2
CCc1n[nH]c(=S)n1/N=C/c1ccc(N(CC)CC)cc1	-55.5	0.0	3.0	-5.0	?	91.2	0.0	-46.0	94.5	-5.0	33.5
COc1cccc(CN2C(=O)c3cccc(N)c3C2=O)c1	-5.7	0.0	2.0	-1.0	102.5	99.2	0.0	0.0	104.4	-2.0	1.7

3 entries from above, ordered by the value under Bim-Bfl-1, low to high.
| smiles | Bim-Bfl-1 |
| --- | --- |
| N#Cc1cc2c(N)c(C(=O)Nc3ccccc3)sc2nc1N | -11.0 |
| N#CC1=C(N)Oc2n[nH]c(-c3ccc(F)cc3)c2C1c1cccnc1 (centres undefined) | -10.0 |
| O=C(N/N=C/c1ccco1)c1ccc(C(=O)N/N=C/c2ccco2)o1 | 6.0 |

Going on with the list.
SMILES	Mcl1-Bid inh	Bim-Bcl-W	Bim-Bfl-1	Mcl-1 Bim block	RGS7-Gao	RGS8-Gao	Bim-Bcl-2	Bcl-B Bim block	RGS4-Gao reg	Bim-Bcl-XL	Mcl1 Noxa PPI
CCC(=O)Nc1nonc1-c1nc2ccccc2n1CC(C)C	-2.1	-3.0	-3.0	-3.0	99.3	101.5	-1.0	-4.0	101.6	-1.0	-5.8
CC(C)c1ccccc1NC(=O)COC(=O)c1ccc(Cl)c(S(=O)(=O)N2CCCCCC2)c1	-10.0	-2.0	-2.0	-4.0	102.1	99.1	-2.0	-6.0	97.0	-8.0	1.9
Cc1csc(SCc2nnc(-c3ccc(Cl)cc3)o2)n1	-10.9	2.0	-5.0	-1.0	103.5	101.2	-2.0	-2.0	100.4	0.0	18.1
O=C(N/N=C/c1c(Cl)cccc1Cl)c1n[nH]c2c1CCCC2	-19.8	-9.0	-6.0	-7.0	97.3	96.6	-2.0	-11.0	100.5	-10.0	11.0
CCSc1nc2ccccc2n1CC(=O)N1CCOCC1	-0.2	-2.0	0.0	-1.0	91.8	96.0	0.0	-3.0	92.8	-5.0	17.6
CCN(CC)C(=O)c1c2c(nc3ccccc13)-c1ccccc1CC2	1.1	0.0	-13.0	-2.0	82.3	87.7	-15.0	-8.0	82.8	-12.0	1.1
NNC(=O)CCS(=O)(=O)c1ccc2ccccc2c1	-7.2	-2.0	0.0	-2.0	100.0	102.0	0.0	-5.0	100.2	-3.0	13.4
CCC(C)NCCOCCOc1ccc(F)cc1 (centres undefined)	31.3	-3.0	-6.0	-4.0	104.1	112.5	-4.0	-3.0	104.3	-5.0	27.6
c1ccn2c(SCc3cn4ccsc4n3)nnc2c1	-15.4	-3.0	0.0	0.0	91.3	95.1	-3.0	0.0	93.8	-1.0	-2.8
O=C(O)CSc1ccc2nnc(-c3cccnc3)n2n1	-3.1	6.0	-3.0	5.0	98.4	104.7	0.0	4.0	98.8	7.0	-6.1
Cc1nc2ccc(NC(=O)c3ccco3)cc2nc1C	-3.1	4.0	1.0	1.0	98.5	98.4	4.0	0.0	99.5	1.0	10.4
CC(C)CCNC(=O)c1cc2c(s1)-c1ccccc1S(=O)(=O)C2	10.0	·	·	·	?	104.9	·	·	105.2	·	9.0
Cc1ccc(Cn2c(O)c(N=O)c3ccccc32)cc1	-33.1	-4.0	-3.0	0.0	96.4	100.7	-1.0	-2.0	95.8	0.0	5.3
Cc1cccc(N2C(=O)C3C4C=CC(C4)C3C2=O)c1 (centres undefined)	-17.0	0.0	-8.0	-2.0	100.6	102.8	-6.0	-8.0	100.9	-1.0	3.2
Cc1c(Cl)cccc1NC(=S)N1CCN(Cc2ccc3c(c2)OCO3)CC1	-26.8	-10.0	-15.0	-9.0	96.5	100.8	-9.0	-13.0	97.5	-12.0	11.4
O=C(Cn1ncc2c(=O)oc3ccccc3c21)NCC1COc2ccccc2O1 (centres undefined)	-24.5	2.0	-11.0	0.0	106.0	100.5	-9.0	-6.0	102.1	-4.0	7.0
CCOc1cc(/C=N/N2CCOCC2)ccc1OCc1ccc(C(=O)OC)o1	-47.9	-3.0	-3.0	0.0	93.4	96.1	-2.0	-1.0	90.0	-3.0	4.5
O=C(CCNC(=O)c1ccccc1Cl)Nc1nc(-c2ccc(F)cc2)cs1	-36.6	0.0	-5.0	1.0	100.3	99.7	-6.0	-4.0	101.9	-2.0	12.8
COc1ccc(/C=N/N=C(\N)c2nonc2N)cc1OC	-12.1	0.0	-7.0	0.0	100.6	102.3	-2.0	-2.0	101.0	-3.0	10.3
CCOC(=O)C1=C(N)N(c2ccccc2)C2=C(C(=O)CCC2)C1c1cccnc1 (centres undefined)	-96.0	0.0	0.0	0.0	101.7	101.0	-1.0	0.0	101.5	-3.0	12.9
N#Cc1ccccc1CSc1nc(N2CCCCC2)nc(N2CCCCC2)n1	-14.2	2.0	-10.0	0.0	90.1	94.8	-8.0	-8.0	92.4	-2.0	8.9
O=C(NNS(=O)(=O)c1ccc(Br)cc1)c1sccc1-n1cccc1	-35.8	-6.0	-6.0	-5.0	101.9	100.9	0.0	-3.0	100.6	-5.0	14.8
CCC(=O)N1CCN(c2ccc(Cl)cc2NC(=O)c2cccc([N+](=O)[O-])c2)CC1	-3.7	-1.0	-7.0	-2.0	103.8	101.8	-3.0	-2.0	99.9	-1.0	0.0

Mcl1-Bid inh: entries above that show a hit.
| canonical_smiles | Mcl1-Bid inh | Bim-Bcl-W | Bim-Bfl-1 | Mcl-1 Bim block | RGS7-Gao | RGS8-Gao | Bcl-B Bim block | RGS4-Gao reg | Bim-Bcl-XL | Mcl1 Noxa PPI |
| --- | --- | --- | --- | --- | --- | --- | --- | --- | --- | --- |
| CC(=O)OCCn1c2nc(=O)[nH]c(=O)c-2nc2cc(C)c(C)cc21 | 96.4* | · | · | · | ? | 96.9 | · | 97.8 | · | 14.3 |
